S1P3 antagonist – S1P3 receptor antagonists, primary screen, cell-based | inhibition, % at 4.98 µM | Sphingosine 1-phosphate receptor 3 (Homo sapiens), Q99500 | actives 0.27% (n = 170,000) | CHO S1P3 NFAT-BLA reporter, FRET fluorescence, antagonist mode | AID 485, 2006;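 active = inhibition above the plate cutoff, the mean inhibition of test wells on that plate plus 3 SD, cut at about 28% in these data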;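 also: cells challenged with S1P at its EC80 of 0.8 µM; blue over green emission ratio from cleaved BLA substrate after 4 h stimulation; 0% = S1P-stimulated wells and 100% = unstimulated DMSO-only wells; some compounds past the cut are filed as inactive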
SRC2 TRFRET art – TR-FRET signal artefacts, primary screen, artefact control for PPARgamma SRC-2 agonist project, biochemical; AID 1049, 2008; TR-FRET ratio at 8 µM; TR-FRET artefact counter-screen; active compounds read high; actives 0.4% (n = 200,000); in the data active = TR-FRET ratio above about 2000; also: inactives centre near 1500
Diaph inh CS – diaphorase inhibitors and chemical oxidizers, primary screen, counter-screen for diaphorase-coupled primary assays, biochemical, uHTS, resorufin fluorescence. actives 0.69% (n = 190,000). AID 1217, 2008. inhibition, % at 20 µM. diaphorase resazurin-to-resorufin fluorescence, NADH, 16 min; bacterial (C. kluyveri) enzyme, not human;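 active = primary screen inhibition at 20 µM above a set limit, cut at about 50% in these data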;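 also: plate controls were DMSO with full reaction for no effect and wells lacking NADH for full effect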
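Test system: Clostridium kluyveri diaphorase enzyme / Quantity: diaphorase at 0.14 U/mL in enzyme working solution / Incubation: 16-min room-temperature incubation before reading / Benchmarks: NADH-free wells as positive control, DMSO-only neutral wells / Signal: resorufin fluorescence 544/590 nm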
Diaphorase act – compounds boosting diaphorase resazurin reduction – biochemical, uHTS, resorufin fluorescence, counter-screen for diaphorase-coupled primary assays, primary screen | AID 1229, 2008 | actives 0.005% (n = 190,000) | Diaphorase/resazurin coupled assay, 16 min; active compounds read high; 1 = vehicle wells, 0 = NADH-free wells | activation factor at 20 µM;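 active = diaphorase activity raised at least twofold by the compound at 20 µM; inactive = activation factor below 2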
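Material: purified diaphorase enzyme from Clostridium kluyveri; Also added: 0.114 mM NADH and 0.1 mM resazurin, final amounts; Doses: single compound dose of 20 µM, 1% DMSO final; Times: 16 min enzyme reaction, ambient temperature; Detection: resorufin fluorescence, excitation 544 nm, emission 590 nm; Measure: increased resorufin signal from activators or reducing compounds.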
ROMK mod – ROMK potassium channel modulators, primary screen, cell-based, thallium flux, MLSMR library | B-score at 10 µM | Tet-inducible ROMK, thallium flux fluorescence; actives lie on both sides | ATP-sensitive inward rectifier potassium channel 1 (Homo sapiens), P48048 | actives 2% (n = 130,000);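 active = signal ratio slope over the read window, or its plate-corrected B-score, at least 3 SD from the plate mean, either direction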;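 also: B-score of the F/F0 ratio slope over 7 to 12 s after thallium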
Target sequence (P48048 whole entry, looked up): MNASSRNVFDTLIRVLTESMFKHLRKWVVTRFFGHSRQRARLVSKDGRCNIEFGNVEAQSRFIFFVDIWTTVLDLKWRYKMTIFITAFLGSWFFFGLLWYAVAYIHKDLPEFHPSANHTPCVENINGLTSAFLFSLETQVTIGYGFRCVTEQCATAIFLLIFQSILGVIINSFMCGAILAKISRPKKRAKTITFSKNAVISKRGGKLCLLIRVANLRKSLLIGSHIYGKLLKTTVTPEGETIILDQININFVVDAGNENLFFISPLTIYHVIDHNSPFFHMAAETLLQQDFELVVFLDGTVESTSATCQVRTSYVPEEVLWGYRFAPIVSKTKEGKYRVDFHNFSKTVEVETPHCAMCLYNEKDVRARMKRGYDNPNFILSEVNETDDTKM
PMI act hi M6P – human PMI activators, high substrate, primary screen, biochemical, fluorescence intensity, near-saturating mannose 6-phosphate. Mannose-6-phosphate isomerase (Homo sapiens), P34949. coupled PMI enzyme assay, resazurin fluorescence, 20 min; active compounds read high; 1 = untreated enzyme, 0 = substrate-free blank. activation factor at 20 µM. actives 0.34% (n = 190,000). AID 1216, 2008;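 active = activation factor of 2 or more at 20 µM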
Target sequence (P34949 whole entry, looked up): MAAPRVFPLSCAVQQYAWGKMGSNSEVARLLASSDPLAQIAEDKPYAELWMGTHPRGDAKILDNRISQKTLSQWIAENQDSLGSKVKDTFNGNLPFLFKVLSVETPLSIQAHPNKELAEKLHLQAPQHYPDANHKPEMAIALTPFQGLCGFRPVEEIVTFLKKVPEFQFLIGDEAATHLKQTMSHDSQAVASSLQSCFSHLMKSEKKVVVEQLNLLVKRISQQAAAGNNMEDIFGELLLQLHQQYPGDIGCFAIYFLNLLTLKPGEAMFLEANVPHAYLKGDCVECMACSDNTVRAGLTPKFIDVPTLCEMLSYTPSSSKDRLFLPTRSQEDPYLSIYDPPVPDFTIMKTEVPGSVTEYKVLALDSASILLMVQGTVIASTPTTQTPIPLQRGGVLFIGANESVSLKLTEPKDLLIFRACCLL
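Material: human phosphomannose isomerase with PGI, G6PDH, diaphorase coupling enzymes / Reagent: Man-6-P substrate 1.0 mM / Dosing: single compound dose of 20 µM, 1% DMSO final / Incubation: enzyme reaction with compound 20 min at room temperature / Signal: resorufin fluorescence (Ex 544/Em 590 nm) from resazurin via diaphorase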
PPARg SRC3 recr – PPARgamma agonists recruiting SRC-3 coactivator, primary screen, biochemical. Peroxisome proliferator-activated receptor gamma (Homo sapiens), P37231. biochemical PPARgamma/SRC-3 coactivator recruitment assay. activation, % at 8 µM. actives 0.26% (n = 200,000); in the data active = activation above about 23%;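 also: 0% = DMSO and 100% = reference agonist; some compounds past the cut are filed as inactive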
PPARg SRC-2 ag – agonists of PPARg-SRC-2 recruitment, primary screen, biochemical, HTS | Peroxisome proliferator-activated receptor gamma (Homo sapiens), P37231 | PPARgamma LBD-SRC-2 recruitment | activation, % at 8 µM | actives 0.34% (n = 200,000); in the data active = activation above about 22%;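 also: 0% = vehicle and 100% = reference agonist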
PPARg SRC-1 ag – PPARgamma agonists recruiting SRC-1 coactivator, primary screen, biochemical; Peroxisome proliferator-activated receptor gamma (Homo sapiens), P37231; PPARgamma-SRC-1 coactivator recruitment biochemical assay; activation, % at 8 µM; actives 0.41% (n = 200,000); AID 631, 2007; in the data active = activation above about 19%;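 also: 0% = DMSO and 100% = reference agonist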
G6PDH counter – L. mesenteroides G6PDH inhibitors, counter-screen for G6PDH-coupled screening assays, biochemical, Leuconostoc mesenteroides enzyme. glucose-6-phosphate dehydrogenase [Leuconostoc mesenteroides]. Purified L. mesenteroides G6PDH, diaphorase/resazurin coupled fluorescence, 45 min. inhibition, % at 5 µM. actives 0.12% (n = 200,000). AID 1020, 2008; in the data active = inhibition above about 50%
PMI act – activators of human PMI, primary screen, biochemical, fluorescence intensity, near-Km mannose 6-phosphate; purified human PMI, coupled resazurin fluorescence, 20 min; active compounds read high; 1 = vehicle control, 0 substrate-free wells; activation factor at 20 µM; actives 0.005% (n = 190,000);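 active = activation factor of 2 or more at 20 µM, relative to plate controls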
* = called active by the depositor; · = not tested or not shown. Compounds as they come. Share with any hit: about 3.3%.

SMILES	S1P3 antagonist	SRC2 TRFRET art	Diaph inh CS	Diaphorase act	ROMK mod	PMI act hi M6P	PPARg SRC3 recr	PPARg SRC-2 ag	PPARg SRC-1 ag	G6PDH counter	PMI act
C/C(=N\NC(=O)c1ccccc1[N+](=O)[O-])c1c(O)cc(C)oc1=O	1	1643	5	0.9	·	1.2	-1	7	-4	3	1.3
O=S(=O)(c1ccc2c(c1)OCCCO2)N1CCNCC1	18	1501	7	0.9	0.14	1	-19	-8	2	-14	1
O=C(Nc1cc(C(F)(F)F)ccc1N1CCOCC1)c1n[nH]c(=O)c2ccccc12	9	1621	8	0.9	·	1	1	0	-4	-5	1
c1ccc(OCc2nn3c(-c4ccco4)nnc3s2)cc1	·	1575	10	0.9	-0.56	1.1	0	-1	2	-1	1.2
CC(NC(=O)COc1ccc([N+](=O)[O-])cc1)c1ccccc1 (stereo not given)	-10	1525	12	0.9	0.044	0.9	-1	2	1	9	0.9
CCCCNCCOCCSc1ccc(Cl)cc1	·	1416	11	0.9	·	1	-4	-4	-3	11	1
CC(=O)c1ccc(C(=O)N2CCc3c([nH]c4ccccc34)C2c2ccccn2)s1 (stereo not given)	-4	1746	-1	1	0.066	1	2	0	3	4	1
CCOC(=O)c1c(Cl)c(C)nn1-c1nc(OC)cc(OC)n1	-14	1558	2	1	0.59	1	4	2	7	3	1
CCc1ccc(C(=O)COC(=O)c2nn(C)c(=O)c3ccccc23)cc1	-10	1384	5	1	0.045	1	1	-2	-3	-4	1
Cn1nc(C(F)(F)F)cc1Oc1ncc(C(F)(F)F)cc1Cl	-33	1649	12	0.9	0.15	1	3	-3	2	6	0.9
O=C(NNC(=O)C1CC=CCC1C(=O)O)c1ccc(Cl)cc1 (stereo not given)	11	1506	1	1	0.025	0.9	4	9	14	16	1
O=C(COc1ccc([N+](=O)[O-])cc1)NCc1ccccc1	·	1663	16	0.8	·	0.9	2	11	2	6	0.9
O=C(NCCC1=CCCCC1)c1cc2c(s1)CS(=O)(=O)C2	-9	1458	9	0.9	·	1	-11	-1	-2	-20	1
COc1ccc(C(O)c2nccn2Cc2ccccc2)cc1OC (stereo not given)	·	1592	5	1	·	0.9	-6	-8	-12	6	0.9
CCCCNC(=O)Cn1c(-c2ccc(OC)cc2)noc1=O	-16	1692	18	0.8	0.84	0.9	15	-9	2	0	1
CCOC(=O)C(=O)c1c(C)cc2ccccn12	-1	1618	-6	1.1	0.27	1	2	6	4	5	1.1
Cc1ccc2c(c1)N(CC(=O)NCc1cccnc1)C(=O)CO2	·	1584	-8	1.1	·	1.1	1	-1	3	5	1.2
CC(C)c1nnc(NC(=O)CCC(=O)NC2CCCc3ccccc32)s1 (stereo not given)	9	1601	15	0.9	·	1	4	0	-4	-9	0.9
C=CCNC(=S)NNC(=O)c1ccc(Br)o1	6	1738	10	0.9	0.0045	1	1	10	-1	-6	1
Cc1ccccc1Nc1nc(N)nc(CSc2ccc(F)cc2)n1	-15	1597	11	0.9	1.2	1	3	10	13	0	1
Cc1ccc(-n2c(SCC(=O)N3CCOCC3)nnc2-c2cccnc2)cc1C	-38	1469	10	0.9	-0.015	1.1	7	2	-4	1	1
Cn1c(=O)c2[nH]c(-c3ccccc3)nc2n(C)c1=O	-6	1563	8	0.9	·	1.1	0	-2	7	10	1.1
C=CCNC(=S)NNC(=O)COc1ccc(Cl)cc1Cl	14	1378	-5	1	·	1.2	-1	-5	-2	20	1.1
CCCCn1c(SCC(=O)c2ccc3c(c2)OCCO3)nnc1-c1ccoc1C	-14	1709	20	0.8	0.86	1	-2	-6	1	1	1
CCOc1ccc(NC(=S)N(CCN2CCOCC2)Cc2ccc3c(c2)CCCN3CC)cc1	-14	1515	25	0.7	0.16	0.6	0	8	3	4	0.8
CC(C)CCN1CCN(C2CCN(c3ccc4c(c3)OCO4)CC2)CC1CCO (stereo not given)	-12	1551	30	0.7	-1.5	0.5	3	-5	14	31	0.8
O=C(NC(=S)N1CCN(c2ccc(F)cc2)CC1)C12CC3CC(CC(C3)C1)C2	-1	1589	5	0.9	0.37	1	1	1	2	12	1
Cc1ccc(-c2n[nH]c(=S)n2/N=C/c2cccs2)cc1	19	1652	35	0.6	·	0.8	5	2	7	-32	0.9
O=C(Nc1ccc(F)cc1)c1cccnc1N1CCCCC1	·	1695	8	0.9	·	1	15	4	4	9	0.9
Cc1ccccc1Cn1cnc2c([N+](=O)[O-])c(C)c(C)cc21	·	1571	17	0.8	·	0.9	7	8	9	0	0.9

Nothing new here: 2 of the compounds above.
SMILES	S1P3 antagonist	SRC2 TRFRET art	Diaph inh CS	Diaphorase act	ROMK mod	PMI act hi M6P	PPARg SRC3 recr	PPARg SRC-2 ag	PPARg SRC-1 ag	G6PDH counter	PMI act
CCOc1ccc(NC(=S)N(CCN2CCOCC2)Cc2ccc3c(c2)CCCN3CC)cc1	-14	1515	25	0.7	0.16	0.6	0	8	3	4	0.8
CC(C)CCN1CCN(C2CCN(c3ccc4c(c3)OCO4)CC2)CC1CCO (stereo not given)	-12	1551	30	0.7	-1.5	0.5	3	-5	14	31	0.8

Going on with the list.
SMILES	S1P3 antagonist	SRC2 TRFRET art	Diaph inh CS	Diaphorase act	ROMK mod	PMI act hi M6P	PPARg SRC3 recr	PPARg SRC-2 ag	PPARg SRC-1 ag	G6PDH counter	PMI act
Cn1c(=O)cc(SCC(=O)NCCC2=CCCCC2)c2ccc(Cl)cc21	-5	1438	0	1	0.19	1	0	-6	-4	-16	0.9
CCc1ccc(NC(=S)/N=C(\N)Nc2nc(C)c3cc(CC)ccc3n2)cc1	-11	1921	5	0.9	-0.081	0.9	-1	5	10	4	0.9
Nc1ncnc2c1ncn2Cc1ccccc1	-18	1679	4	1	·	1	4	7	7	-3	1
S=C(Nc1cccc(Br)c1)c1ccccc1	-3	1423	5	1	-1.6	1	-4	-2	-3	3	1
Cc1c(C(=O)NCCO)sc2nc3n(c(=O)c12)CCC3	-15	1580	30	0.7	1.1	0.9	1	1	9	13	0.9
COC(=O)c1ccc(CN2C(=O)NC3(CCCCC3C)C2=O)o1 (stereo not given)	·	1634	11	0.9	·	1	-1	4	3	6	1
CNC(=O)c1cc2ccccc2o1	·	1391	2	1	-0.35	1.1	-2	1	-4	12	1
Cc1cc(C)n(-c2nc(Nc3ccccc3)nc(-n3nc(C)cc3C)n2)n1	42	1632	4	1	-0.69	1	12	-1	6	10	1
CSc1oc(-c2ccc(F)cc2)nc1S(=O)(=O)c1ccc(F)cc1	-23	1784	14	0.9	·	1	12	14	5	1	1
Cc1c(C=O)c2ccccc2n1CC(=O)O	-13	1608	10	0.9	0.81	1	2	-3	6	6	1
C=CCOC(=O)/C(=C\C=C\c1ccccc1)NC(=O)c1ccccc1	-5	1471	8	0.9	-0.2	0.9	1	-1	-3	-32	0.9
COc1ccc(OCCC(=O)OCC(=O)Nc2cccc(Br)c2)cc1	5	1562	38	0.6	·	0.8	0	5	5	-36	0.8
O=C(/C=C/c1cc2c(cc1Br)OCO2)NCc1ccc(F)cc1	·	1786	4	1	·	1	16	6	10	0	1
COCCOC(=O)c1c(C)oc2ccc(NS(=O)(=O)c3cccs3)cc12	1	1574	32	0.7	-0.91	0.8	2	-1	0	10	0.8
COc1ccc(-n2c(SCC(=O)Nc3ccc4c(c3)OCO4)nnc2C(C)N2CCCCC2)cc1 (stereo not given)	-2	1703	9	0.9	-0.58	0.9	5	0	15	0	0.9
O=C(CN(Cc1cccs1)C(=O)CN1C(=O)COc2ccccc21)NCc1ccco1	6	1327	-6	1.1	0.5	1.1	7	-4	-7	9	1
C=CCN1C(=O)C(O)(CC(=O)c2ccccn2)c2ccccc21 (stereo not given)	-14	1500	10	0.9	-1.5	1	5	4	2	8	0.9
O=C(COc1ccccc1)Nc1ccncc1	0	1240	20	0.8	-0.066	0.9	-1	-8	-10	7	0.9

Filtered by structure, the compounds so far with fluorine
SMILES	S1P3 antagonist	SRC2 TRFRET art	Diaph inh CS	Diaphorase act	ROMK mod	PMI act hi M6P	PPARg SRC3 recr	PPARg SRC-2 ag	PPARg SRC-1 ag	G6PDH counter	PMI act
O=C(Nc1cc(C(F)(F)F)ccc1N1CCOCC1)c1n[nH]c(=O)c2ccccc12	9	1621	8	0.9	·	1	1	0	-4	-5	1
Cn1nc(C(F)(F)F)cc1Oc1ncc(C(F)(F)F)cc1Cl	-33	1649	12	0.9	0.15	1	3	-3	2	6	0.9
Cc1ccccc1Nc1nc(N)nc(CSc2ccc(F)cc2)n1	-15	1597	11	0.9	1.2	1	3	10	13	0	1
O=C(NC(=S)N1CCN(c2ccc(F)cc2)CC1)C12CC3CC(CC(C3)C1)C2	-1	1589	5	0.9	0.37	1	1	1	2	12	1
O=C(Nc1ccc(F)cc1)c1cccnc1N1CCCCC1	·	1695	8	0.9	·	1	15	4	4	9	0.9
CSc1oc(-c2ccc(F)cc2)nc1S(=O)(=O)c1ccc(F)cc1	-23	1784	14	0.9	·	1	12	14	5	1	1
O=C(/C=C/c1cc2c(cc1Br)OCO2)NCc1ccc(F)cc1	·	1786	4	1	·	1	16	6	10	0	1

Bioassay records as filed in PubChem BioAssay.
